RSV CPE inhibition – RSV antiviral activity via CPE protection, HEp-2 cells, primary 10 µM value included (AID 2391) | HEp-2 cells, RSV-induced CPE inhibition; higher % means a stronger effect | CPE inhibition, % at 10 µM; hits with a dose series show IC50 in µM | 310,000 compounds, 0.13% hits; in the data active means a potency from the dose series; inconclusive means CPE inhibition mostly from about 23% at the one dose, without a potency; inactive means the rest, 99 in 100 with CPE inhibition below about 21%; further: strong numbers were not always called active
West Nile antiviral – West Nile virus antiviral activity, cell-based, CPE readout (AID 1621). CPE inhibition, % at 10 µM; hits with a dose series show IC50 in µM. West Nile virus-infected cells, CPE inhibition; higher % means a stronger effect. 290,000 compounds, 0.02% hits; in the data active means a potency from the dose series; inconclusive means CPE inhibition mostly from about 3.7% at the one dose, without a potency; inactive means the rest, 99 in 100 with CPE inhibition below about 2.2%; further: strong numbers were not always called active
Large T inhibition – SV40 large T antigen inhibitors, biochemical (AID 1903); SV40 large T antigen ATPase/helicase inhibition assay; higher % means a stronger effect; one-dose inhibition, % at 20 µM; IC50 in µM for titrated hits; 310,000 compounds, 0.39% hits; in the data active means a potency from the dose series; inconclusive means inhibition mostly from about 32% at the one dose, without a potency; inactive means the rest, 99 in 100 with inhibition below about 32%; further: strong numbers were not always called active
T cell HTS – T cell immune modulators affecting CD8 T cell-vesicle binding. 2C CD8+ T cell-vesicle binding, flow cytometry; active compounds read low. calls only at 7 µM. 330,000 compounds, 0.068% hits. AID 2052;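 active means response, share of CD8 T cells binding vesicles, and their 90th percentile fluorescence all below set limits, cut at about 80% in these data, passing the limit was not always enough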
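Assay system: 2C TCR transgenic mouse naive CD8+ T cells, MACS-purified | Read-out: CD8+ gate FL2 mean fluorescence as % of same-row positive control | Signal: High-throughput flow cytometry with anti-B7-1 and anti-CD8 staining | Timing: Binding step 1.5 h, 37 °C, antibody labelling 20 min, ice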
MgcRacGAP inhibition – MgcRacGAP GTPase-activating activity inhibitors, confirmation, biochemical, ADP Hunter fluorescence; inhibition, % at 30 µM; hits with a dose series show IC50 in µM; AID 624330; MgcRacGAP-stimulated Rac1 GTP hydrolysis, ADP Hunter fluorescence; higher % means a stronger effect; GST-tagged Rac1 F28L mutant substrate; 340,000 compounds, 0.6% hits;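 active means first-screen hits whose inhibition reached a set limit at any dose in the follow-up dose series; inconclusive means inhibition above the set first-screen limit but never retested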;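 further: fluorescence reports GDP produced by GAP-driven GTP hydrolysis; strong numbers were not always called active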
Myeloid diff 2 – compounds promoting myeloid differentiation | calls only at 10 µM | 360,000 compounds, 1% hits | ER-HoxA9 myeloid progenitors, lysozyme-GFP differentiation, flow cytometry;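 active means normalized GFP-positive differentiation at or above the plate's own cutoff, the solvent-only control mean plus 3 SD; inconclusive means no clear call, values can overlap the other calls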;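 further: cells exposed to compound for four days before flow analysis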
Salmonella PhoP GFP – PhoP-dependent GFP reporter repression – Salmonella Typhimurium, primary screen (AID 1863). S. Typhimurium PhoP-regulated promoter GFP reporter, 4 h; higher % means a stronger effect. 300,000 compounds, 0.16% hits. inhibition, % at 50 µM, or IC50 in µM where a hit was titrated;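 active means inhibition over 29.93%, a cutoff 3 SD above the screen mean, later confirmed by dose response; inconclusive means inhibition over 29.93% but no dose response follow-up; inactive means inhibition at most 29.93% or unconfirmed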;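 further: 0% = low Mg2+ inducing control and 100% = high Mg2+ repressing control; strong numbers were not always called active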
b-catenin transl – modulators of beta-catenin nuclear translocation; HeLa beta-catenin nuclear translocation, immunofluorescence imaging; nuclear translocation activity, % at 5 µM; 190,000 compounds, 0.3% hits; AID 1665;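 active means nuclear translocation activity above 50% at 5 µM, with a well cell count of 50 or more; inconclusive means wells under 50 cells across six images, flagged as toxic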;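 further: per-cell ratio of nuclear to cytoplasmic median beta-catenin stain intensity; plate controls were DMSO negative control for no effect and GSK-3 inhibitor IX positive control for full effect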
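System: HeLa cells, endogenous beta-catenin; compound dosing: 5 µM primary single dose, 0.1% DMSO, 0.02–20 µM confirmation series; incubation: 24 h compound exposure at 37°C, 5% CO2; signal: beta-catenin immunofluorescence imaging with DAPI; evaluation: % activation, nuclear-to-cytoplasmic median beta-catenin signal ratio per cell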
WT yeast gro inh – growth inhibition of WT yeast, mitochondrial fusion screen; mitochondrial fusion phenotypic screen, WT strain; inhibition, % at 10 µM; 190,000 compounds, 2.1% hits; AID 1362; in the data active means inhibition above about 58%; tested in S. cerevisiae
WT yeast gro inh mutant strain – second read-out of WT yeast gro inh, no call of its own (marks repeat the call); inhibition, %; mitochondrial fusion phenotypic screen, mutant strain inhibition
b-catenin transl cell count 5 µM – recorded beside b-catenin transl, whose call it bears; cell count; measured here: cell count, cytotoxicity flag
T cell HTS vesicle-bound % – further read-out of T cell HTS, marked with its call; double positive events, %; measured here: CD8+ vesicle-bound cell fraction;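 binding gate set so that unloaded-vesicle control wells show 10% double positive cells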
Myeloid diff 2 GFP+ MAC1+ % – also measured in Myeloid diff 2; calls as there; GFP+ MAC1+ double positive, %; measured here: differentiation confirmed by MAC1 staining
Starred values were filed as active, the others as inactive; i = inactive; ? = inconclusive; · = no result given; + = active, no number.

SMILES	RSV CPE inhibition	West Nile antiviral	Large T inhibition	T cell HTS	T cell HTS vesicle-bound %	MgcRacGAP inhibition	Myeloid diff 2	Myeloid diff 2 GFP+ MAC1+ %	Salmonella PhoP GFP	b-catenin transl	b-catenin transl cell count 5 µM	WT yeast gro inh	WT yeast gro inh mutant strain
Cc1cccc(NC(=O)CNC(=O)COc2cc(F)ccc2[N+](=O)[O-])c1C	1.3%	0.0%	6%	i	54	3%	i	0.1	4%	-2.6	1109	1	-3
CCc1cccc2c(C(=O)CSc3nnc(C4CC4)o3)c[nH]c12	-0.6%	·	·	i	9	3%	i	0.2	·	·	·	·	·
CCN(CC)C(=O)Cn1cnc2sc(C)c(S(=O)(=O)N3CCC(C)CC3)c2c1=O	1.1%	-0.2%	6%	i	25	5%	i	0.5	-4%	·	·	·	·
C/C(=N\O)c1oc2ccc3c(C)cc(=O)oc3c2c1C	21%	0.3%	11%	i	24	·	·	·	-9%	0.1	1147	·	·
NS(=O)(=O)c1ccc(NC(=O)CCC(=O)c2cccs2)cc1	-0.2%	0.3%	0%	i	17	-2%	i	0.8	4%	·	·	·	·
COc1ccc(-c2noc(CN(C)S(=O)(=O)c3ccc(Cl)cc3)n2)cc1OC	0.0%	-0.5%	-2%	i	28	7%	i	5.8	5%	·	·	-11	1
CCNC(=O)c1ccc(C2SCC(=O)N2CCc2ccccc2)cc1 (stereo unspecified)	1.8%	-0.3%	-2%	i	41	13%	i	0.1	0%	-2.7	559	-3	-7
CCc1ccc(NC(=O)CSc2nnc(-c3cnccn3)n2Cc2ccco2)cc1	1.1%	-1.0%	7%	i	21	6%	i	1.0	-13%	1.9	960	7	11
Cc1nnc(-c2cccc(Br)c2)c2cn(-c3cccc(Br)c3)nc12	-0.1%	-0.1%	-3%	i	28	5%	i	0.5	-2%	8.1	1401	32	4
O=C(CCc1nnc(C2CCCCC2)o1)NCCCOc1cccnc1	0.3%	-0.5%	19%	i	51	11%	i	0.8	2%	-0.2	1172	12	15
Brc1ccc(/C=N/Nc2ccc3ccccc3n2)cc1	4.7%	-0.2%	2%	i	68	3%	i	15	2%	-1.4	1393	60*	33*
O=C1C(=O)c2ccccc2C([O-])=C1[n+]1ccccc1	1.5%	0.4%	23%	i	26	7%	i	0.9	-12%	0.2	1395	·	·
Cc1ccc2nc(SCn3nnc4ccccc4c3=O)[nH]c2c1	6.3%	-0.7%	9%	i	39	3%	i	0.9	14%	-1.0	1098	-9	9
CSc1nc(-c2ccccc2)c(C#N)c(=O)[nH]1	0.4%	0.8%	21%	i	34	10%	i	0.8	-10%	-1.9	1307	·	·
CC(C)c1ccc(C(=O)OCC(=O)NC2CCCC2)cc1	1.1%	0.2%	9%	i	29	6%	i	1.1	-2%	·	·	·	·
COc1ccc(C(C(=O)NCc2ccccc2)N(Cc2ccco2)C(=O)c2snc(C(N)=O)c2N)cc1 (stereo unspecified)	2.7%	1.1%	6%	i	17	8%	i	0.5	-2%	·	·	·	·
CCOc1ccccc1N(C)C(=O)C1CCN(S(=O)(=O)c2cccc3nonc23)CC1	3.8%	0.0%	6%	i	50	2%	i	0.7	-3%	·	·	19	18
O=C(CCN1CCN(CC(=O)Nc2ccccc2Cl)CC1)Nc1ccccc1F	0.8%	0.8%	13%	i	48	0%	i	0.2	7%	0.2	1347	0	8
O=c1c2ccccc2ncn1-c1ccc([N+](=O)[O-])cc1[N+](=O)[O-]	-0.1%	-0.7%	4%	i	57	2%	i	0.9	5%	·	·	·	·
COc1cccc(NC(=O)c2ccccc2-c2ccccc2C(=O)O)c1	1.3%	-0.4%	7%	i	58	0%	i	0.2	-6%	·	·	·	·
CC(=O)N(c1ccc2oc(=O)sc2c1)S(=O)(=O)c1ccc(C)cc1	0.8%	-1.1%	-7%	i	20	24%	i	0.2	8%	·	·	·	·
COC(=O)C1CCN(C(=O)COC(=O)c2cc(-c3ccccc3)nc3ccc(OC)cc23)CC1	1.0%	·	·	i	4	1%	+	6.7*	·	·	·	·	·
COCCN1C(=O)c2ccccc2C(C(=O)N2CCN(c3ccccc3)CC2)C1c1ccc(F)cc1 (stereo unspecified)	1.0%	-0.5%	7%	i	16	3%	i	0.3	-7%	-0.8	1165	10	7
O=C1C(=O)N(CC(=O)N2CCCC2)c2ccccc21	1.6%	0.4%	4%	i	50	0%	i	0.8	-3%	-3.9	1086	-16	3
O=C(COC(=O)c1ccc(Cl)nc1)Nc1c(Cl)cccc1C(F)(F)F	1.7%	·	14%	i	27	-6%	i	1.3	-6%	·	·	·	·
O=C(CSc1nc2cc(Cl)ccc2s1)NC1CCCc2ccccc21 (stereo unspecified)	7.9%	-1.4%	5%	i	24	10%	i	0.4	-8%	-1.2	956	7	1
COc1cccc(/C(C)=N/NC(=O)c2ccc(N(C)C)cc2)c1	1.2%	·	3%	i	54	9%	i	1.0	-12%	2.6	1383	7	11
Cc1nnc(N2CCOCC2)c2ccccc12	0.5%	0.3%	19%	i	34	-7%	i	3.5	-1%	1.9	1141	-17	-6
O=C(NC(=S)Nc1ccccc1C(F)(F)F)c1ccccc1F	1.9%	-0.6%	10%	i	33	1%	i	0.0	-2%	-2.8	1089	21	24
NNC(=O)COc1ccc2oc3c(c2c1)CCCC3	3.1%	-0.3%	1%	i	20	8%	i	0.7	7%	·	·	·	·
N#CCC(=O)Nc1ccc(C(=O)OCC(=O)c2ccc3c(c2)OCO3)cc1	-2.4%	·	12%	i	13	2%	i	0.4	-2%	·	·	·	·
Cc1ccc(C)c(-n2nnnc2SCC(=O)NCCC2=CCCCC2)c1	21%	-0.5%	8%	i	42	3%	i	1.4	13%	-0.4	1053	32	1
CC(=O)Nc1ccc(S(=O)(=O)N2CCC(NC(C)=O)(c3cccc(F)c3)CC2)cc1	2.2%	0.1%	3%	i	41	2%	i	1.0	-9%	-2.2	1153	-1	-4
COc1ccc(C2=Nn3c(nnc3-c3ccco3)SC2)cc1OC	-0.5%	1.2%	18%	i	41	9%	i	1.6	-3%	0.4	1341	10	-5
COc1ccc(NC(=O)CNc2ccccc2N2CCCC2=O)cc1S(=O)(=O)N1CCOCC1	0.9%	·	·	i	40	7%	i	0.2	·	·	·	·	·
COc1ccc(-c2nc(-c3ccccc3)nc(N3CCN(C)CC3)c2C#N)cc1	-0.7%	1.3%	-4%	i	26	0%	i	2.2	-4%	·	·	0	-7
CCCCCN(C(=O)CCC(=O)OCC(=O)NCc1ccc(OC)cc1)c1c(N)n(CCCC)c(=O)[nH]c1=O	0.6%	0.1%	18%	i	35	12%	i	1.1	9%	·	·	·	·
Cc1ccc2cc(S(=O)(=O)NCCC(=O)O)ccc2c1	-1.5%	0.1%	3%	i	22	5%	i	5.8	-29%	·	·	-4	9
COC(=O)N=Nc1c(O)[nH]c2ccc(Br)cc12	-0.7%	0.0%	7%	i	41	7%	i	1.7	0%	-1.8	1102	·	·
CCN(C(=O)Cc1c(C(=O)O)n(CC)c2ccccc12)c1cccc(C(F)(F)F)c1	0.3%	0.8%	4%	i	20	9%	i	0.6	-12%	·	·	·	·
Cc1ccc(C2=NN3C(C(=O)c4ccccc4)Oc4ccccc4C3C2)cc1 (stereo unspecified)	2.3%	0.9%	-2%	i	30	9%	i	0.8	-33%	3.3	1054	18	16
c1ccc(CN=C2NN=C(c3cc4ccccc4o3)CS2)cc1	19%	-1.0%	15%	i	53	5%	i	0.0	19%	4.2	722	-4	-1
Cc1ccc(NNC(=S)Nc2ccc(C(C)C)cc2)c(C)c1	17%	-1.1%	7%	i	43	6%	i	1.7	29%	-0.5	1164	58	-5
Cc1cccc(NC(=S)NC(C)CCc2ccccc2)c1 (stereo unspecified)	0.5%	-1.5%	18%	i	8	5%	i	1.0	10%	0.5	1084	74*	67*
CCCOc1nc2c(c(=O)n(C)c(=O)n2C)n1Cc1cccc2ccccc12	1.6%	?	19%	i	19	-1%	?	·	11%	-3.9	1062	43	15
CCC(=O)Nc1c(C)nn(C(=O)CC)c1C	0.3%	-0.2%	1%	i	27	11%	i	0.7	1%	2.9	578	-10	-29
CC(C)COC(=O)N1CCCC1C(=O)Nc1nccs1 (stereo unspecified)	1.2%	0.0%	4%	i	22	2%	i	0.8	-4%	-0.3	1179	7	8
Cc1noc(NC(=O)c2cccc(C(F)(F)F)c2)c1Cl	5.3%	-1.7%	9%	i	21	0%	i	0.8	-1%	0.0	1560	4	-1
COc1ccc(NC(=O)c2ccc3c(=O)n(-c4ccc(OC)cc4OC)c(=S)[nH]c3c2)c(OC)c1	?	-1.5%	17%	i	11	12%	i	0.3	-5%	-3.0	1155	7	-11
Cc1ccc(CS(=O)(=O)CCC(=O)O)cc1	-0.2%	-0.2%	-2%	i	25	-5%	i	2.3	-5%	1.5	1073	3	-11
Later entries.
SMILES	RSV CPE inhibition	West Nile antiviral	Large T inhibition	T cell HTS	T cell HTS vesicle-bound %	MgcRacGAP inhibition	Myeloid diff 2	Myeloid diff 2 GFP+ MAC1+ %	Salmonella PhoP GFP	b-catenin transl	b-catenin transl cell count 5 µM	WT yeast gro inh	WT yeast gro inh mutant strain
CN(C)c1ccc(N=Nc2cccc3ccoc23)cc1	9.5%	0.0%	8%	i	38	6%	i	0.6	3%	-0.7	1036	·	·
CSc1sc(C(=O)NN)c2c1C(O)CCC2 (stereo unspecified)	1.4%	-0.3%	13%	i	23	7%	i	1.0	·	·	·	·	·
O=C(CC1Sc2ccccc2NC1=O)Nc1cccnc1 (stereo unspecified)	0.7%	0.0%	10%	i	62	8%	i	0.3	-4%	-4.0	531	4	16
COCC(=O)N1CCC(Oc2ccc(C(=O)N3CCSCC3)cc2)CC1	2.2%	0.5%	-2%	i	45	6%	i	1.2	-8%	·	·	·	·
Cc1ccc(NC(=O)c2c(C)noc2-c2snnc2C)cc1	1.8%	-0.1%	20%	i	26	4%	i	0.4	2%	0.9	1248	·	·
COCCOC(=O)c1c(C)n(C)c2ccc(OC(=O)c3c(OC)cccc3OC)cc12	3.4%	1.9%	-1%	i	24	9%	i	0.2	4%	·	·	·	·

From PubChem

Hits appear at their usual frequency. About 3.6% of those tested had a hit in this group.
